Screens: PubChem, NMMLSC
Myeloid diff 2: myeloid differentiation induction | ER-HoxA9 myeloid progenitors, lysozyme-GFP differentiation, flow cytometry | calls only at 10 µM | 360,000 tested, 1% active;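 active = normalized GFP-positive differentiation at or above the plate's own cutoff, the solvent-only control mean plus 3 SD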;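 note: cells exposed to compound for four days before flow analysis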
Myeloid diff 2 GFP+ MAC1+ %: further read-out of Myeloid diff 2, marked with its call; GFP+ MAC1+ double positive, %; measured here: differentiation confirmed by MAC1 staining
The depositor's hits bear a star; i = inactive; + = active, no number. This is a subset; the hit share may differ from the screen's.

canonical_smiles,Myeloid diff 2 GFP+ MAC1+ %,Myeloid diff 2
CC(=O)c1cccc(NC(=O)C2Cc3c(-c4ccc(Cl)cc4)ccnc3O2)c1 (stereo not drawn),1.0,i
Cc1cccc(C)c1NC(=O)C1(C)CSCC(=O)N1Cc1cccc(F)c1 (stereo not drawn),1.9,i
CCOC(=O)[C@]12CCCC=C1N(Cc1ccc(Cl)cc1Cl)C(=O)[C@H](CC(=O)N1CCN(C(=O)c3ccco3)CC1)C2,1.1,i
CC(O)(c1cccc(F)c1)c1nc(-c2ccc3ccccc3c2)cs1 (stereo not drawn),0.9,i
CC(=O)Nc1ccc(-c2ccnc3c2CC(C(=O)NCC2CCOCC2)O3)cc1 (stereo not drawn),0.5,i
CCCS(=O)(=O)NC(=O)C1(C)CCN(C(=O)c2snnc2C)C1 (stereo not drawn),1.8,i
CN(C)c1ncnc2c1ncn2[C@H]1CN(Cc2ccc(-c3ccccc3)cc2)C[C@@H](CO)O1,0.7,i
Cc1cc(Br)cn2c(Cc3ccccc3)c(-c3cccc(Br)c3)nc12,0.8,i
CC(C)c1cccc(C(C)C)c1Nc1cn[nH]c1,0.2,i
COc1cccc(C(=O)Nc2ccc3c(c2)OC[C@H](C)N(CCc2ccccc2)C[C@@H](C)[C@@H](OC)CN(C)C3=O)c1,1.9,i
CCc1nc2ccc(C(=O)N3CCN(C(=O)c4ccco4)CC3)cn2c1N(C)Cc1nccn1C,1.2,i
CC(C)Cn1cc(-c2cccc3nccn23)cn1,0.6,i
O=C1NC[C@H](CCCCN2CCN(CCC3CCCCC3)C(=O)C2=O)N(CCc2ccccc2)C1=O,1.1,i
Cc1cccc(CNC(=O)Nc2nnc([C@@H]3C[C@H](O)[C@@H](CO)O3)s2)c1,1.3,i
NC(=O)c1cccc(-c2ccnc3c2CC(C(=O)Nc2cccc(Oc4ccccc4)c2)O3)c1 (stereo not drawn),1.4,i
Cc1ccc2nc(C3CCCCC3)c(Cc3cccc(Cl)c3)n2c1,0.6,i
CNc1ncnc2c1ncn2[C@H]1CN(Cc2cccc3ccccc23)C[C@@H](CO)O1,0.6,i
COc1cccc(-c2cnc(C(O)c3c(C)cc(C)cc3C)[nH]2)c1 (stereo not drawn),1.0,i
Cc1ccc(NC(=O)C2(C)CCN2C2Cc3ccccc3C2)cc1 (stereo not drawn),1.8,i
Cc1noc(C)c1S(=O)(=O)Nc1ccc2c(c1)C(=O)N([C@H](C)CO)C[C@H](C)[C@H](CN(C)S(=O)(=O)c1ccc(Cl)cc1)OCCCC[C@@H](C)O2,0.7,i
O=C(NCCN1CCNC1=O)c1ccc2sc([C@@H]3O[C@H](CO)[C@H](O)[C@H](O)[C@H]3O)nc2c1,0.9,i
CC(C)C[C@@H](COCc1ccc(C(F)(F)F)cc1)N1CCN(C(=O)c2ccc(C(F)(F)F)cc2)CCC1=O,0.7,i
CCCCC1Cc2[nH]c(=S)[nH]c(=O)c2C(c2cccc3ccccc23)O1 (stereo not drawn),1.0,i
COc1ccc(-c2cnc(C(O)c3ccccc3)[nH]2)cc1 (stereo not drawn),2.6,i
CCCCNC(=O)C[C@@H]1C[C@@]2(C(=O)OCC)CCCC=C2N(Cc2ccccc2)C1=O,2.8,i
CCCCNC(=O)C1(C)CCCCN1C(=O)c1ccc2c(c1)CCO2 (stereo not drawn),0.8,i
COc1ccc(Cn2cc(CN3CC(N4CC=CC4)CS3(=O)=O)nn2)cc1 (stereo not drawn),0.7,i
CN(C)c1cccc(CNC(=O)c2csc([C@@H]3O[C@H](CO)[C@H](O)[C@H](O)[C@H]3O)n2)c1,1.2,i
CC(C)N(C)c1ncnc2c1ncn2[C@H]1CN(CCc2ccccc2)C[C@@H](CO)O1,1.3,i
Cc1c(C(=O)NCc2ccc3c(c2)OCCO3)sc(=O)n1Cc1ccc(C(=O)N(C)C)cc1,6.3,i
CCCCNC(=O)C(NC(=O)c1ccc(-c2ccccc2)cc1)C(=O)c1ccccc1 (stereo not drawn),0.5,i
CC1(C(=O)NCc2cccc(Cl)c2)Cc2c(-c3ccccc3)ccnc2O1 (stereo not drawn),0.2,i
O=C(Nc1ccccc1)OCCc1ccccc1,1.4,i
CC1(Cc2ccccc2C#N)C(=O)Nc2ccc(OC(F)(F)F)cc21 (stereo not drawn),1.1,i
COc1ccccc1CNc1nc(Nc2ccc(C)cc2C)c2sccc2n1,1.3,i
C[C@H](NC(=O)/C=C/[C@H]1O[C@@H](n2ccc(=O)[nH]c2=O)[C@H](O)[C@@H]1O)C(=O)O,2.5,i
Cc1ccc(C)c(C(O)c2ncc(-c3ccccc3)[nH]2)c1 (stereo not drawn),0.7,i
CCOC(=O)C1=C(C)N=c2sc(=Cc3ccc(OCC(=O)O)cc3)c(=O)n2C1c1ccc(SC)cc1 (stereo not drawn),0.1,i
COc1ccc(C(C(=O)NC2CCCCC2)n2c(=O)c(-c3ccco3)nc3ccccc32)cc1 (stereo not drawn),4.5,i
COc1cccc(CNc2nc3cc(-c4cscc4C)sc3c(=O)n2C)c1,0.3,i
CC1(C(=O)NC2CCCCC2)CCC(=O)N1CCOc1ccccc1 (stereo not drawn),1.0,i
CCCCCCCCN1C(=O)[C@H](CC(=O)N2CCN(C(=O)c3ccco3)CC2)C[C@@]2(C(=O)OC)CCCCC=C12,0.5,i
COc1ccc(-c2ccc(C(=O)NCc3ccc(N4CCN(C)CC4)cc3)c3occc23)c(C)c1,7.7*,+
CCCc1nc2cc(C)c(Br)c(C)n2c1CC1CCCCC1,3.1,i
CCCCC1Cc2[nH]c(=S)[nH]c(=O)c2C(c2ccc(Cl)cc2)O1 (stereo not drawn),0.8,i
COc1ccccc1C(NC(=O)C1CCN(CCOc2ccc3ccccc3c2)CC1)c1ccccn1 (stereo not drawn),0.7,i
COCc1cccc(-c2csc(C(NC(C)=O)c3ccccc3)n2)c1 (stereo not drawn),1.3,i
CS(=O)(=O)Nc1cccc(NC(=O)C2Cc3c(-c4cccc(C(N)=O)c4)ccnc3O2)c1 (stereo not drawn),1.1,i
CC(=O)OC[C@@H]1CN(Cc2ccccc2)C[C@H](n2cnc3c(N4CCOCC4)ncnc32)O1,1.3,i
O=C(NC(c1ccc(Cl)cc1)c1ccsc1)C1CCN(Cc2cccc(Cl)c2)CC1 (stereo not drawn),3.0,i

Further entries:
canonical_smiles,Myeloid diff 2 GFP+ MAC1+ %,Myeloid diff 2
Fc1cc(Cl)ccc1Nc1nc(NCc2ccccc2)nc2ccsc12,0.8,i
COc1cccc(CN2CCC2(C)C(=O)Nc2cccc(Oc3ccccc3)c2)c1F (stereo not drawn),1.6,i
COc1ccc(CNC(=O)c2ccc(-c3cccnc3)c3ccoc23)cc1OC,1.2,i
Cc1ccc(S(=O)(=O)N2C3CCCCC3O[C@H]2CC(=O)c2cccs2)cc1 (stereo partly drawn),1.7,i
COC(=O)c1ccc2nc(C3CCCCC3)c(Cc3ccccc3C(F)(F)F)n2c1,1.2,i
Fc1ccc(CCn2c(Cn3c(-c4cnccn4)nc4ccccc43)nc3ccccc32)cc1,0.5,i
CCc1nc2c(OCc3ccc(C(F)(F)F)cc3)cccn2c1N(C)C(C)=O,1.6,i
COc1ccccc1-c1cnc(C(O)c2ccc(Cl)c(Cl)c2)[nH]1 (stereo not drawn),1.5,i
Cc1c(C(=O)NCc2cccc(Cl)c2)sc(=O)n1Cc1ccc(C(=O)N(C)C)cc1,3.6,i
CCCCC(=O)N(C)c1c(C)nc2ccc(C(=O)N3CCN(C(=O)c4ccco4)CC3)cn12,0.7,i

Among those listed so far, 2 have a COOH group:
canonical_smiles,Myeloid diff 2 GFP+ MAC1+ %,Myeloid diff 2
C[C@H](NC(=O)/C=C/[C@H]1O[C@@H](n2ccc(=O)[nH]c2=O)[C@H](O)[C@@H]1O)C(=O)O,2.5,i
CCOC(=O)C1=C(C)N=c2sc(=Cc3ccc(OCC(=O)O)cc3)c(=O)n2C1c1ccc(SC)cc1 (stereo not drawn),0.1,i

Next section:
canonical_smiles,Myeloid diff 2 GFP+ MAC1+ %,Myeloid diff 2
CCCCNS(=O)(=O)c1cccc(NC(=O)[C@H]2C[C@H](O)[C@@H](CO)O2)c1,1.0,i
Nc1[nH]c(C(=O)c2ccccc2)c(-c2ccc(Cl)cc2Cl)c1C(=O)c1ccc(Br)cc1,2.0,i
C[C@H](NC(=O)[C@@H]1CCCN1C(=O)[C@@H]1CCCN1C(=O)c1cccc(Cl)c1)c1ccccc1,1.3,i
O=C1NC[C@@H](CCCCN2C[C@H](Cc3ccc(O)cc3)N(CCC3CCCCC3)C(=O)C2=O)N(CC2CCCCC2)C1=O,0.8,i
COc1cccc(-c2cnc3c(NC(C)=O)cc(-c4ccncc4)cn23)c1,1.1,i
CCCCC[C@@H](C)N1C[C@H](COCc2ccccc2)Oc2cc(N3CCC[C@H]3COC)ccc2S1(=O)=O,0.9,i
CCCCC[C@@H](C)N1C[C@H](COCc2ccccc2)Oc2cc(N3CC[C@@H](O)C3)ccc2S1(=O)=O,0.6,i
CC1(C(=O)Nc2cnc3ccccc3c2)CCN1C(=O)CC(c1ccccc1)c1ccccc1 (stereo not drawn),0.4,i
O=C1NC[C@H](CCCCN2CCN(CCc3ccccc3)C(=O)C2=O)N(CCC2CCCCC2)C1=O,0.3,i
O=C(NC1CCCCC1)C(C1CC1)n1c(=O)c(-c2ccco2)nc2ccccc21 (stereo not drawn),4.3,i

A draw from above in order of molecular weight, low to high.
canonical_smiles,Myeloid diff 2 GFP+ MAC1+ %,Myeloid diff 2
Cc1ccc2nc(C3CCCCC3)c(Cc3cccc(Cl)c3)n2c1,0.6,i
CCCc1nc2cc(C)c(Br)c(C)n2c1CC1CCCCC1,3.1,i
CC(C)N(C)c1ncnc2c1ncn2[C@H]1CN(CCc2ccccc2)C[C@@H](CO)O1,1.3,i
CS(=O)(=O)Nc1cccc(NC(=O)C2Cc3c(-c4cccc(C(N)=O)c4)ccnc3O2)c1 (stereo not drawn),1.1,i

Other entries
canonical_smiles,Myeloid diff 2 GFP+ MAC1+ %,Myeloid diff 2
COc1cccc(NC(=O)C2(C)CCN2Cc2ccc(OC)c3ccccc23)c1 (stereo not drawn),1.3,i
Cc1cc2nc(C(C)(C)C)c(Cc3ccsc3)n2c(C)c1Br,0.6,i
CC1(C(=O)NS(=O)(=O)c2ccc(Cl)cc2)CCN1C(=O)Cc1cccc2ccccc12 (stereo not drawn),0.6,i
COc1ccc(CNC(=O)C2(C)Cc3c(-c4cccc(NC(C)=O)c4)ccnc3O2)cc1OC (stereo not drawn),1.6,i
Cc1cn([C@H]2C[C@H](O)[C@@H](/C=C/C(=O)NCc3ccc4c(c3)OCO4)O2)c(=O)[nH]c1=O,0.9,i
O=C1NC[C@H](Cc2ccc(O)cc2)N(C[C@@H]2CCCN2C[C@H](Cc2ccccc2)N2C[C@H](Cc3ccccc3)N(CC3CCCCCC3)C(=O)C2=O)C1=O,0.7,i
CCCCNC(=O)C1(C)CCN1C(=O)c1c(F)ccc(C)c1F (stereo not drawn),1.3,i
COc1cc(C)ccc1S(=O)(=O)NC(=O)C1(C)CCN1C(=O)COc1ccc(Cl)cc1 (stereo not drawn),0.7,i
CC(C)(C)OC(=O)C(Oc1ccccc1[N+](=O)[O-])C(=O)OC(C)(C)C,4.0,i
CN(C)c1ccc(-c2ccnc3c2CC(C)(C(=O)Nc2ccc(Cl)cc2)O3)cc1 (stereo not drawn),0.9,i
CC(O)(c1cccnc1)c1nc(-c2ccc3c(c2)OCO3)cs1 (stereo not drawn),0.5,i
COc1ccc2oc3cc(NCCN(C)C)ccc3c(=O)c2c1,1.1,i
CC(C)(C)NC(=O)C(c1ccncc1)n1c(-c2ccc(C(F)(F)F)cc2)nc2ccccc21 (stereo not drawn),0.9,i
Cc1ccc(Cn2cc(CN3CC(N4CCCCC4)CS3(=O)=O)nn2)cc1 (stereo not drawn),1.0,i
O=C(Cn1cc(COc2ccc(Cl)c(Cl)c2)nn1)NS(=O)(=O)c1ccccc1C(F)(F)F,0.6,i
OC(c1ccc(-c2ccccc2)cc1)c1ncc(-c2ccccc2F)[nH]1 (stereo not drawn),0.5,i
COC(=O)[C@]12CCCCC=C1N(Cc1cccc3ccccc13)C(=O)[C@H](CC(=O)NCCC(C)C)C2,1.1,i
CCOC(=O)C1(C)CCCN1C(=O)c1ccc(C)cc1 (stereo not drawn),0.7,i
CCOC(=O)[C@]12CCCC=C1N(Cc1ccc3c(c1)OCO3)C(=O)[C@H](CC(=O)NCCCCc1ccccc1)C2,2.0,i
CC(C)C[C@@H]1Cc2[nH][nH]c(=O)c2[C@H](C)O1,0.8,i
CCCS(=O)(=O)NC(=O)C1(C)CCCN(C(=O)CSc2ccccc2)C1 (stereo not drawn),0.9,i
CCOC(=O)N1CCN(C(=O)C[C@@H]2C[C@@]3(C(=O)OCC)CCCC=C3N(Cc3ccco3)C2=O)CC1,0.9,i
CCCCC(=O)N(C)c1c(CC)nc2c(OCC(N)=O)cccn12,0.5,i
COCCCNC(=O)c1cccc2c(-c3ccc(OC)cc3C)coc12,0.3,i
Cc1cc(C)n(CCNC(=O)[C@H]2O[C@@H](n3cnc4c(N)ncnc43)[C@H](O)[C@@H]2O)n1,1.6,i
CC(=O)Nc1ccc(NC(=O)C2(C)Cc3c(-c4cccc(C(F)(F)F)c4)ccnc3O2)cc1 (stereo not drawn),0.4,i
O=c1cc(CN2CCN(c3ccc(Cl)c(Cl)c3)CC2)c2ccccc2o1,0.9,i
